FN deposition inh – inhibitors of fibronectin matrix deposition, primary screen, AH1F cells, Alexa488-fibronectin fluorescence, plate reader; inhibition, % at 12.6 µM; AH1F fibroblasts, overnight; AID 743247, 2014; hit rate 0.086% among 350,000;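 active = mean inhibition across replicates of 30% or more, regardless of how many single replicates reach that level; inconclusive = mean under 30% yet at least half of replicates reach 30%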;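 note: positive control wells lacked labelled fibronectin entirely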
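test system = AH1F fibroblasts assembling fluorescent fibronectin matrix | quantity = 10000 AH1F cells per well | buffer or medium = DMEM plus 2% serum, read in PBS | doses = single dose, pinned | incubation = 1 h cell attachment, overnight exposure to compound and label | detection = fluorescence at 485 nm excitation, 525 nm emission | read-out basis = inhibition from reduced deposited-fibronectin fluorescence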
S100A4 MyoIIA – inhibitors of S100A4-myosin IIA peptide binding, primary screen, biochemical, fluorescence polarization, TAMRA-MyoIIA peptide | Protein S100-A4 (Homo sapiens), P26447 | inhibition, % at 10.7 µM | hit rate 0.14% among 360,000;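 active = mean inhibition of at least 70% across replicates, with every replicate also reaching that level; inconclusive = mean inhibition reaches 70% but some replicates fall short; inactive = mean inhibition below 70%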
Target sequence (P26447 whole entry, looked up): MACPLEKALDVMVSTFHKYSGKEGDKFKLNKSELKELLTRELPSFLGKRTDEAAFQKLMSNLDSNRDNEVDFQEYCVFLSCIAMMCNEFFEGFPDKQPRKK
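Test system – S100A4 monomer (human) · Compound – single-point compound testing · Schedule – 5 min incubation before reading · Probe or stimulus – TAMRA-labelled myosin IIA heavy-chain peptide probe, 5 nM · Benchmarks – neutral control DMSO, positive control TFP · Medium – Calcium-containing HEPES buffer, pH 7.2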
Casp6 inh – human caspase-6 inhibitors, primary screen, biochemical, VEID-R110 fluorescence, single point, set 2; purified caspase-6, Z-VEID-R110 cleavage fluorescence; inhibition, % at 12.5 µM; P55212; hit rate 0.53% among 350,000; AID 686996, 2013;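 active = mean inhibition across replicates at least about 35%, with every replicate also reaching that limit, limit read from the data; inconclusive = only one of the two criteria met; inactive = neither criterion met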;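 note: 0% = median of neutral control wells and 100% = no fluorescence left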
Target sequence (P55212 24-179 limits assumed): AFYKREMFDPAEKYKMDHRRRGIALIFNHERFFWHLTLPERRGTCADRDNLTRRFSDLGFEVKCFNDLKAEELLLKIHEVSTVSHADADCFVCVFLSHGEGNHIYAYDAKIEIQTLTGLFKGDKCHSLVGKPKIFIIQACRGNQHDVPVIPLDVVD
Target sequence (P55212 194-293 limits assumed): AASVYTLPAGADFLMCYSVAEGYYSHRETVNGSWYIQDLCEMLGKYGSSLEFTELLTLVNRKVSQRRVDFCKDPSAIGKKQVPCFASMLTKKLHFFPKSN
SIRT5 block – SIRT5 desuccinylase inhibitors, primary screen, biochemical, fluorescence imaging, single point, set 5; NAD-dependent protein deacylase sirtuin-5, mitochondrial (Homo sapiens), Q9NXA8; Purified SirT5, succinyl-peptide AMC, trypsin-coupled fluorescence; inhibition, % at 15 µM; hit rate 1.1% among 330,000; in the data active = inhibition above about 15%; inconclusive = no clear call, values can overlap the other calls
Target sequence (Q9NXA8 whole entry, looked up): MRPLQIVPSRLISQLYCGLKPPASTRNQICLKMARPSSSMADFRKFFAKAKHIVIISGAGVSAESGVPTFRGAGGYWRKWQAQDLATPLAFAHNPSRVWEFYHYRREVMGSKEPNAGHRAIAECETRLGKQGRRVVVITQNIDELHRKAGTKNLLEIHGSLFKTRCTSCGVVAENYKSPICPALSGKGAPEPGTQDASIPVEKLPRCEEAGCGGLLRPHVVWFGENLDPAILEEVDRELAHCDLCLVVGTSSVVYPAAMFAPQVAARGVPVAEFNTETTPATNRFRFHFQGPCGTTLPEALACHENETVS
esBAF inh – Bmi1 luciferase reporter increase in mESCs, primary screen, esBAF inhibitor project, mouse ES cells, Bmi1 luciferase knock-in, single point. 24 h; 100% = twice the neutral-well signal. reporter increase, % at 12.5 µM. hit rate 2% among 350,000. AID 602393, 2012; in the data active = activation above about 40%; inconclusive = no clear call, values can overlap the other calls;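 note: 0% = median of the plate's neutral control wells and 100% = double that signal; a rise in the Bmi1 reporter signal indicates esBAF inhibition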
LGR2 inh – inhibitors of bursicon-induced LGR2 CRE-luciferase signal, primary screen, cell-based, HEK293, CRE-luciferase reporter, bursicon stimulation. Drosophila bursicon receptor LGR2 (rickets). bursicon-stimulated, 4 h. inhibition, % at 9.99 µM. hit rate 0.35% among 380,000. AID 720647, 2013;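 active = drop in luminescence signal, shown as inhibition above about 50% in the replicate tests, limit read from the data, passing the limit was not always enough; inconclusive = probably only some replicates passing the limit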;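 note: agonist challenge used bursicon conditioned medium at about half maximal strength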
C2C12 statin – suppressors of statin myotoxicity in C2C12 myotubes, primary screen, cell-based, single point, plate reader; C2C12 myotubes + simvastatin, ATP luminescence, 48 h; scaled: DMSO 0, geranylgeraniol control 100; rescue of ATP level, % at 7.49 µM; hit rate 0.78% among 330,000; AID 602340, 2012;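 active = mean ATP rescue above about 67%, or every replicate alone reaching that limit, limit read from the data, passing the limit was not always enough; inconclusive = no clear call, values can overlap the other calls; inactive = mean under the limit and some replicate under it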;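 note: myotubes were challenged with 10 µM simvastatin during compound exposure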
The depositor's hits bear a star; u = inconclusive; x = no result given. An excerpt; rates above refer to the full screens.

The first 2 records (preview)
1) CC(=O)c1ccc(OCc2cc(C(=O)N3CCCCC3c3cccnc3)no2)cc1 (stereo not given)
2) O=C(Nc1ccccc1F)N1CC(=O)N2[C@H](C1)[C@@H](c1ccc(-c3cccnc3)cc1)[C@@H]2CO

screen / no.	1	2
FN deposition inh	3.6	2.9
S100A4 MyoIIA	2.0	2.1
Casp6 inh	1.6	-1.1
SIRT5 block	-1.5	5.8
esBAF inh	20.3	x
LGR2 inh	-24.3	2.0
C2C12 statin	3.2	x

This part in full, repeating the preview:
1) CC(=O)c1ccc(OCc2cc(C(=O)N3CCCCC3c3cccnc3)no2)cc1 (stereo not given)
2) O=C(Nc1ccccc1F)N1CC(=O)N2[C@H](C1)[C@@H](c1ccc(-c3cccnc3)cc1)[C@@H]2CO
3) N#Cc1ccccc1OCC(=O)NNC(=O)CCC1CCCC1
4) O=C(O)CC(O)(CC(=O)O)C(=O)O
5) O=C(C[C@H]1C[C@H]2c3cc(NC(=O)NC4CCCC4)ccc3O[C@H]2[C@@H](CO)O1)NCc1cc(F)ccc1F
6) CC(=O)N(C)C[C@H]1Oc2cc(C#CC(C)(C)O)ccc2S(=O)(=O)N([C@H](C)CO)C[C@@H]1C
7) COc1ccc(S(=O)(=O)N(C)C[C@@H]2OCCCC[C@H](C)Oc3ccc(NC(=O)NC(C)C)cc3C(=O)N([C@@H](C)CO)C[C@@H]2C)cc1
8) CCC(=O)N(C)C[C@H]1Oc2cc(C#CC3(O)CCCC3)ccc2S(=O)(=O)N([C@H](C)CO)C[C@H]1C

screen / no.	1	2	3	4	5	6	7	8
FN deposition inh	3.6	2.9	4.4	x	-6.7	-0.8	x	x
S100A4 MyoIIA	2.0	2.1	-40.1	-0.6	x	-6.8	-1.5	-1.7
Casp6 inh	1.6	-1.1	2.4	3.7	x	-1.8	0.2	-6.4
SIRT5 block	-1.5	5.8	1.4	-2.5	x	2.2	0.6	2.9
esBAF inh	20.3	x	2.0	-3.8	-2.7	0.7	-3.3	-0.8
LGR2 inh	-24.3	2.0	x	2.6	5.5	5.8	5.6	10.8
C2C12 statin	3.2	x	-4.6	-9.5	2.3	-4.0	x	-7.8

9) C=CCOC(=O)COc1ccc2c3c(c(=O)oc2c1)CCCC3
10) O=C1CC(O)(C(F)(F)F)Oc2c1ccc1ccccc21 (stereo not given)
11) C[C@@H]1CN([C@H](C)CO)C(=O)CCCn2nncc2CO[C@@H]1CN(C)C
12) Nc1c(C(=O)NCc2ccc3c(c2)OCO3)nnn1Cc1ccc(Br)cc1
13) CN(C(=O)CSc1nnc2ccccn12)c1c(N)n(Cc2ccccc2)c(=O)[nH]c1=O
14) C[C@@H]1CN([C@@H](C)CO)C(=O)c2cccc(NS(=O)(=O)c3ccccc3)c2O[C@@H]1CN(C)C(=O)Nc1ccc(C(F)(F)F)cc1
15) CCN1[C@@H]2c3ccc(C4=CCCC4)c(=O)n3C[C@@H]2[C@@H](CO)[C@@H]1C(=O)NCCc1ccccc1
16) CCCN1[C@@H]2c3ccc(-c4ccccc4)c(=O)n3C[C@@H]2[C@@H](CO)[C@@H]1C(=O)N[C@H](C)c1ccccc1

screen / no.	9	10	11	12	13	14	15	16
FN deposition inh	0.2	x	0.2	3.5	x	x	x	x
S100A4 MyoIIA	-2.2	0.5	1.2	-12.5	x	8.7	-11.3	-2.1
Casp6 inh	-0.7	3.2	1.6	-0.3	x	1.3	1.3	-3.9
SIRT5 block	-1.8	-5.8	-5.6	0.0	x	8.0	-3.5	2.5
esBAF inh	-4.5	-4.2	-9.9	-0.4	0.7	0.1	-3.2	4.5
LGR2 inh	-9.7	-5.8	-3.5	3.6	22.6	x	-9.6	-9.6
C2C12 statin	0.3	-10.6	-0.9	-1.5	6.2	-5.0	2.0	34.3

17) Cc1ccc(OCC(=O)Nc2ccc(NC(=O)c3ccccc3)cc2)cc1C
18) CO[C@H]1CN(C)C(=O)c2ccc(NC(=O)C3CC3)cc2OC[C@@H](C)N(C(C)=O)C[C@H]1C
19) CC(=O)Nc1ccc(NC(=O)C2CC(=O)N(c3cccc(Cl)c3)C2)cc1 (stereo not given)
20) COc1ccc(CN2CCCC(C(=O)N3CCCC3)C2)c(OC)c1OC (stereo not given)
21) Cc1ccn(CC(=O)NC2CCCN(Cc3ccc(CC(C)C)cc3)C2)n1 (stereo not given)
22) CCOC(=O)N1CCN(C(=O)C2CCCN(S(=O)(=O)c3cc(C)ccc3OC)C2)CC1 (stereo not given)
23) CCCOC(=O)c1c(NC(=O)/C=C/c2cnn(C)c2C)sc(C(=O)OC)c1C
24) Cc1ccccc1-n1c(C)nnc1SCC(=O)N1CCc2ccccc2C1

screen / no.	17	18	19	20	21	22	23	24
FN deposition inh	1.9	7.0	6.0	8.4	-2.6	x	x	0.5
S100A4 MyoIIA	-15.1	-2.3	-0.6	1.0	-12.0	-4.5	4.6	x
Casp6 inh	-2.6	0.0	1.3	-8.8	-5.8	-1.8	-1.6	x
SIRT5 block	-1.9	-1.7	-1.4	-1.9	4.5	-1.5	-4.3	x
esBAF inh	-3.0	0.7	x	-3.8	-2.9	-7.6	6.6	-2.0
LGR2 inh	-4.0	4.5	-4.6	u	-5.8	1.2	3.6	13.9
C2C12 statin	-8.8	-11.3	x	8.2	-8.8	8.4	x	9.9

25) C/C=C/c1ccc(OCC(=O)NCc2ccccc2OC)c(OC)c1
26) Cc1[nH]c2ccccc2c1C(=O)C(=O)N1CC(C)OC(C)C1 (stereo not given)
27) COc1cc(/C=N/n2nnnc2N)ccc1OCC#N
28) CCCn1ccc2c(OCC(=O)Nc3ccc(NC(C)=O)cc3)cccc2c1=O
29) CCOC(=O)N1CCN(C(=O)COC(=O)C2CCN(S(=O)(=O)c3c(C)c(C)cc(C)c3C)CC2)CC1
30) COc1ccc(C(=O)NC2CCN(S(=O)(=O)c3ccc(C)cc3)CC2)cc1
31) COc1ccc(CN(C)C[C@H]2Oc3c(NS(=O)(=O)c4c(C)noc4C)cccc3C(=O)N([C@H](C)CO)C[C@H]2C)cc1
32) C[C@@H]1CN([C@H](C)CO)C(=O)Cc2cc(NC(=O)Nc3ccc(F)cc3)ccc2O[C@@H]1CN(C)S(=O)(=O)c1ccc(Cl)cc1

screen / no.	25	26	27	28	29	30	31	32
FN deposition inh	-6.1	6.5	-3.2	x	-7.8	4.6	x	x
S100A4 MyoIIA	6.2	-5.3	3.1	-0.7	-1.2	-7.2	8.2	-2.0
Casp6 inh	-2.9	-0.6	-1.7	4.0	-2.9	-0.2	-1.6	-1.8
SIRT5 block	2.6	-0.1	-2.3	-3.0	-1.4	-6.5	0.2	4.5
esBAF inh	x	x	-5.9	-4.1	-6.1	-6.8	-3.4	-1.8
LGR2 inh	5.3	9.6	-46.4	-13.1	23.9	5.2	-11.3	2.2
C2C12 statin	x	x	-3.9	-24.0	12.4	12.2	9.1	23.7

33) COc1ccccc1CC(=O)NNS(=O)(=O)c1cccc([N+](=O)[O-])c1
34) COc1ccc(CN(C)C[C@H]2OCCCC[C@H](C)Oc3ccc(NC(=O)Nc4ccc(F)cc4)cc3C(=O)N([C@H](C)CO)C[C@@H]2C)cc1
35) O=C1CSC(c2cccc([N+](=O)[O-])c2)N1c1ccc(O)cc1 (stereo not given)
36) CCCCn1c(N)c(N(CC(C)C)C(=O)c2cc3c(s2)CCCCC3)c(=O)[nH]c1=O
37) Cc1ccc(N=Cc2cc(Br)cc(Cl)c2O)cc1
38) CC(=O)N1[C@H](C)C=C[C@]1(Cc1ccccc1)C(=O)NCc1cc(F)cc(C(F)(F)F)c1
39) COc1ccc(Nc2nnc(-c3ccc(C(=O)NCCO)cc3)c3ccccc23)cc1
40) c1ccc(NNC2=NCCCCC2)cc1

screen / no.	33	34	35	36	37	38	39	40
FN deposition inh	1.1	x	-6.0	3.4	x	22.5	3.1	x
S100A4 MyoIIA	3.7	5.9	6.9	0.9	-4.4	-6.0	30.2	-4.8
Casp6 inh	3.2	1.4	2.1	-26.9	3.5	-2.2	19.7	-1.7
SIRT5 block	x	-6.4	-0.8	6.7	-3.5	23.4*	1.6	-4.5
esBAF inh	-10.0	-2.7	7.2	x	x	17.8	-9.5	-4.5
LGR2 inh	3.5	-3.6	-2.6	0.8	12.7	-1.8	20.6	6.3
C2C12 statin	2.8	-113.6	-11.1	x	x	17.1	10.9	16.0

41) CCOC(=O)N/N=C1\CC(C)S(=O)(=O)c2ccc(Cl)cc21 (stereo not given)
42) COC(=O)Nc1ccc(S(=O)(=O)N(C)C)cc1
43) COc1ccccc1N(CC(O)Cn1c(C)nc2ccccc21)S(=O)(=O)c1ccccc1 (stereo not given)
44) N#CC1c2ccccc2C=CN1C(=O)c1ccccc1 (stereo not given)
45) CCCNC(=O)Nc1ccc2c(c1)C(=O)N(C)[C@@H]1CC[C@@H](CC(=O)NCC3CCCCC3)O[C@@H]1CO2
46) CCCCCNC(=O)c1cccc(S(=O)(=O)N2CC3(C)CC2CC(C)(C)C3)c1 (stereo not given)
47) O=C(CN1CCOCC1)N1CC2(C1)[C@H](c1ccccc1)[C@@H](CO)N2Cc1cccc(F)c1
48) CCC(C)n1c(=O)c(C(=O)Nc2ccccc2S(N)(=O)=O)c(O)c2ccccc21 (stereo not given)

screen / no.	41	42	43	44	45	46	47	48
FN deposition inh	14.8	5.1	-8.8	3.8	-6.3	-1.6	0.8	-0.6
S100A4 MyoIIA	0.4	x	0.2	0.7	51.8	-0.8	-1.7	x
Casp6 inh	0.1	x	2.8	-2.5	0.5	-0.3	-2.9	x
SIRT5 block	-1.9	x	2.6	2.1	-6.7	-1.9	9.3	x
esBAF inh	x	-2.3	-2.1	x	3.0	-10.7	x	8.0
LGR2 inh	-2.1	0.9	3.9	-6.9	-7.2	13.4	-1.4	x
C2C12 statin	x	3.2	-0.6	x	48.2	-30.9	x	-0.6

49) O=C1CN(C(=O)NCC(=O)N[C@@H](C(=O)O)c2ccccc2)c2ccccc2N1
50) Cc1ccc(Cn2c(C3CCCN3c3nc(C)cs3)nc3cc(C(=O)NCCCO)ccc32)cc1 (stereo not given)
51) CCOC(=O)Cc1csc(NC(=O)c2ccc(C)cc2)n1
52) COc1ccccc1NC(=O)N(C)C[C@H]1Oc2cc(Br)ccc2S(=O)(=O)N([C@@H](C)CO)C[C@H]1C
53) Cc1cc(C)c2c(CC(=O)O)coc2c1

screen / no.	49	50	51	52	53
FN deposition inh	0.2	-0.5	2.0	-3.2	x
S100A4 MyoIIA	5.5	5.3	-1.1	15.0	5.7
Casp6 inh	-3.6	7.1	-0.1	5.7	2.0
SIRT5 block	-6.2	-3.4	2.9	0.2	-2.4
esBAF inh	1.6	-6.0	x	2.5	-1.1
LGR2 inh	-15.2	-19.9	-8.1	-2.2	-9.1
C2C12 statin	37.0	4.1	x	44.6	9.2

Source: PubChem (Broad Institute)
